Compound activity deposited in PubChem BioAssay by National Center for Advancing Translational Sciences (NCATS).
IMPase cell inh = qHTS Assay for Identifying the Cell-Membrane Permeable IMPase Inhibitors; Inositol monophosphatase 1 (Rattus norvegicus), P97697; CHO-M1 cells, IP1 accumulation, HTRF TR-FRET ratio; inhibition (IP1 accumulation), % at 46.1 µM; 120,000 tested, under 10 active; active means well fitted curve in the direction sought with a large enough effect in the signal ratio, not every such curve was filed as active; inconclusive means small, poorly fitted or top-dose-only effect, or a change in a side signal; inactive means no such curve, though single readings can be large or run the other way; the % refers to the signal ratio;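 further: cells stimulated with carbachol in lithium chloride buffer; plate controls were DMSO basal wells for no effect and reference inhibitor wells for full effect; higher means more IMPase inhibition seen as more IP1 and lower FRET ratio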
Target sequence (P97697 whole entry, looked up): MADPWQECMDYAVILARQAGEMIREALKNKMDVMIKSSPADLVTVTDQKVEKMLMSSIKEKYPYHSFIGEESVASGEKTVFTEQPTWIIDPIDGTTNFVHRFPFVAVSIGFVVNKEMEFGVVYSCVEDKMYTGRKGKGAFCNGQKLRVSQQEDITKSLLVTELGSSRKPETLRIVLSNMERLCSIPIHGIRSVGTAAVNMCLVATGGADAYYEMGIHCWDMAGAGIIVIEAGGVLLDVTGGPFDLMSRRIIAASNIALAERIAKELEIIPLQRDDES
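In this qHTS, compounds (final up to 46 uM) act on CHO-M1 cells that are then activated through the M1 receptor with carbachol, in pH 7.4 buffer containing 50 mM LiCl, for 30 min. IP1 accumulation is quantified by the IP-One immunoassay.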
12-hLO inh = qHTS Assay for Inhibitors of 12-hLO (12-human lipoxygenase); Polyunsaturated fatty acid lipoxygenase ALOX12 (Homo sapiens), P18054; purified 12-hLO, xylenol orange hydroperoxide absorbance; Potency, µM (doses to about 57.1 µM), for the others: top-dose activity change, negative = inhibition, usual class: inhibitors; 150,000 compounds, 0.12% hits; further: potency means the concentration at half of the fitted maximal effect; nearly all actives have a fitted effect of over 55% in size; many of its hits are not listed in these tables
Target sequence (P18054 whole entry, looked up): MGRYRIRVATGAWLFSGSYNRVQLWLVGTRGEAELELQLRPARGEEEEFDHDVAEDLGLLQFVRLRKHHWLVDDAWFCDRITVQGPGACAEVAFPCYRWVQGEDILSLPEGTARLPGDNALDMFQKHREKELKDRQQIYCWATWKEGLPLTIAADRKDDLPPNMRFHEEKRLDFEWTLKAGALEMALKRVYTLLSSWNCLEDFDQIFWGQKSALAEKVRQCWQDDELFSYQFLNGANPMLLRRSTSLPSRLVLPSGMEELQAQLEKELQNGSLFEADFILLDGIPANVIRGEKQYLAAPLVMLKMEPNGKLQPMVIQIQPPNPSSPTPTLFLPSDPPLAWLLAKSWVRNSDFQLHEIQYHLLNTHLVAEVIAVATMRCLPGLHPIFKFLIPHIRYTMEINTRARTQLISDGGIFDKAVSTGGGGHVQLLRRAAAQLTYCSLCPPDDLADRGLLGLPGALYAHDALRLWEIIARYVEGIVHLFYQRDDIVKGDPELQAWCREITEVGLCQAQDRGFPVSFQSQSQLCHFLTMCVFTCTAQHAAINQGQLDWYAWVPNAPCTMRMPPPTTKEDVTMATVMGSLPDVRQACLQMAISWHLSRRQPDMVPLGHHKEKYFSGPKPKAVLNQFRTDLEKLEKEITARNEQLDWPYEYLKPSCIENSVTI
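Hydroperoxide formation by human 12-lipoxygenase from 40 uM arachidonic acid was followed colorimetrically via ferric-xylenol orange complex, using the 573/405 nm absorbance ratio. Enzyme concentration was 150 nM, with 30 min reaction at room temperature.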
PNC assembly inh = High Content Assay for Compounds that inhibit the Assembly of the Perinucleolar Compartment; PC3M PTB-GFP, PNC prevalence imaging, 16 h; stronger effect = lower value; activity change (PNC), negative = inhibition, % at 10 µM; 140,000 compounds, 3.1% hits;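 active means readout at or below -70, meaning at least 70% loss of cells showing the perinucleolar compartment, a nuclear body marking cancer cells; inconclusive means readout between -30 and a set limit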;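 further: plate controls were DMSO wells for no effect and camptothecin positive control wells for full effect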
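PC3M cells stably expressing PTB-GFP, 750–1000 cells/well, treated 16 h at 37 °C with compound (23 nl of library stock), in duplicate. After paraformaldehyde fixation and Hoechst stain, imaged at 20x; PNC prevalence scored by image analysis.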
15-hLO-2 inh = qHTS Assay for Inhibitors of 15-hLO-2 (15-human lipoxygenase 2) | purified 15hLO-2, xylenol orange hydroperoxide absorbance | Potency, µM (series often up to 57.1 µM), for the others: at the top dose activity change, negative = inhibition, usual class: inhibitors | 110,000 compounds, 0.56% hits | AID 881, 2007 | Polyunsaturated fatty acid lipoxygenase ALOX15B (Homo sapiens), O15296; further: potency means the concentration at half of the fitted maximal effect; nearly all actives have a fitted effect of over 60% in size; many of its hits are not listed in these tables
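Enzyme 50 nM, AA 45 uM, 25 mM Hepes pH 7.5 + 0.01% Triton X-100; cpd preinc 15 min RT, rxn 90 min RT; stop/detect with 200 uM XO + 300 uM Fe(II) in 50 mM H2SO4, 30 min; A573/A405.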
Numbers without * were called inactive; ? = inconclusive; . = not tested or not shown; & = joins results of further samples; [ ] = remark or other dose. Unless noted, the call rests on the fitted dose curve; in most records, active means well fitted curve in the direction sought with a large enough effect; inconclusive means small, poorly fitted or top-dose-only effect, or another doubt; inactive means no such curve, though single readings can be large; an effect the other way counts as inactive or inconclusive. Unless noted, on the % scale 0 is the no-effect control and ±100 the full control effect. Not all compounds are listed; count on the stated rates, not on these rows.

SMILES	IMPase cell inh	12-hLO inh	PNC assembly inh	15-hLO-2 inh
CCCCNC(=O)C(=O)N/N=C/c1ccc(OCC(=O)Nc2cccc(OC)c2)c(OC)c1	.	2%	?	.
CCOc1ccc2c(c1)n([O-])c1c([n+]2=O)CCCC1	11	-10%	5	2%
O=c1[nH]c(SCc2ccccc2[N+](=O)[O-])nc2nc[nH]c12	.	0%&-2%[11.4 µM]	.	6%&-6%[11.4 µM]
O=C(c1cn(-c2ccccc2)nc1-c1cccs1)N(CCO)Cc1ccccc1	3	-8%	2	-6%
O=C1CC(c2ccc3c(c2)OCO3)Sc2nc3ccccc3n21 (stereo not given)	-1	-5%	?	-8%
CCOC(=O)C1CCN(S(=O)(=O)c2ccc(C)cc2)CC1	7	4%	?	-1%
CC1SC(=Nc2ccccc2)N(S(=O)(=O)c2ccccc2)C1=O (stereo not given)	.	2%	-13	.
CSc1nc(N2CCCC2)c2c(c1C#N)CC(C)(C)OC2	-15	-24%	?	9%
C/C(=N/NC(=O)Cc1ccccc1)c1ccc(C)s1	.	2%	42	.
CCOc1ccc(C(=O)C[n+]2ccccc2C)cc1	-1	7%	?	.
Cc1c(NC(=S)NC(NC(=O)C(C)(C)C)C(Cl)(Cl)Cl)c(=O)n(-c2ccccc2)n1C (stereo not given)	.	0%	4	.
CN(C)C(=O)c1c(-c2ccccc2)oc2ccc(O)cc12	-6	1%	18	-4%
CCCn1c(=O)n(N)c2ccccc21	.	1%	?	.
CCC(=O)NCCc1nc2ccccc2[nH]1	3	6%	-17	-2%
CCn1c(CC(=O)Nc2ccc(C)cc2)nnc1SCC(=O)NCc1ccccc1	-2	-1%	25	9%[2.29 µM]
COc1ccc(S(=O)(=O)NCCC(=O)NCc2ccccc2)cc1	5	-6%	5	-9%
Cc1[nH]nc(N=CC2=C(O)CC(C)(C)CC2=O)c1-c1ccc(Cl)cc1	-6	-4%	-14	7%
COc1ccccc1C(CCN(Cc1cccs1)C(C)=O)c1ccco1 (stereo not given)	8	-23%	31	?
CCOC(=O)c1ccc(NC2c3ccccc3C(=O)N2c2ccc(C)cn2)cc1 (stereo not given)	11	3%	-1	15%
CCOc1ccc(OCC)c(-c2c(=O)n(OCc3ccc(Cl)cc3)c3ccccc3[n+]2[O-])c1	6	-6%	60	-18%
CCOc1ccc(NC(=S)N2CCc3cc(OC)c(OC)cc3C2COc2ccc3c(C)cc(=O)oc3c2)cc1 (stereo not given)	3	1%	-22	.
CCc1ccc(OCc2nnc(SCC(=O)Nc3cccc(C(=O)N4CCOCC4)c3)o2)cc1	.	-1%	30	.
O=C(NCCOc1ccccc1)c1cc2ccccc2o1	14	-5%	30	-15%
C=CCSc1nc(C)c(CC(=O)OCC(C)C)c(=O)[nH]1	-4	1%	39	13%
CCO/N=C(\C)c1c(O)cc(C(C)C)n(-c2ccccc2)c1=O	.	2%	-13	.

Reprinted from the results shown for reference:
SMILES	IMPase cell inh	12-hLO inh	PNC assembly inh	15-hLO-2 inh
CCCCNC(=O)C(=O)N/N=C/c1ccc(OCC(=O)Nc2cccc(OC)c2)c(OC)c1	.	2%	?	.
CCOc1ccc2c(c1)n([O-])c1c([n+]2=O)CCCC1	11	-10%	5	2%

Limited to PNC assembly inh (4 entries from above):
SMILES	PNC assembly inh
CCOC(=O)c1ccc(NC2c3ccccc3C(=O)N2c2ccc(C)cn2)cc1 (stereo not given)	-1
CCOc1ccc(C(=O)C[n+]2ccccc2C)cc1	?
C/C(=N/NC(=O)Cc1ccccc1)c1ccc(C)s1	42
CC1SC(=Nc2ccccc2)N(S(=O)(=O)c2ccccc2)C1=O (stereo not given)	-13

Further results:
SMILES	IMPase cell inh	12-hLO inh	PNC assembly inh	15-hLO-2 inh
COc1ccc(OC)c(NC(=O)Cc2coc3ccc(C)cc23)c1	-3	-5%	36	6%
COc1ccc(OCCCn2cc(/C=C3/C(=N)N4C=C(C)SC4=NC3=O)c3ccccc32)cc1	.	-1%	-1	.
O=C(COc1ccccc1)n1nc(-c2ccc(Cl)cc2)nc1NCc1ccco1	-7	?	23	20%[2.29 µM]
COc1ccc(C(=S)N(C)C)cc1OC	-6	-3%	?	-4%
COc1ccccc1OCCCOc1ccc([N+](=O)[O-])cc1Cl	14	4%	42	6%
O=C(NCCc1ccccc1)C1CCCN(S(=O)(=O)c2cccnc2)C1 (stereo not given)	?	0%	?	11%
Cn1ncc(N=Cc2ccc([N+](=O)[O-])cc2)c1C(=O)N1CCOCC1	0	-1%	-6	-5%
CCCN1C(=O)c2ccccc2NC1c1ccc(OC)c(CSc2ccccn2)c1 (stereo not given)	9	-7%	10	.
COc1ccc(S(=O)(=O)NCCc2csc(C)n2)cc1C	3	-4%	-8	3%
Cc1cccc(C(=O)NCc2ccc(S(N)(=O)=O)cc2)c1[N+](=O)[O-]	.	19%	?	.
COc1ccc(/C=C/C(=O)Nc2cc(C)on2)cc1	.	1%	?	.
CCOC(=O)N1CCN(C(=O)CSCc2ccccc2)CC1	.	0%	-2	.
CCCCOC(=O)NS(=O)(=O)c1sc(CC(C)C)cc1-c1ccc(Cn2c(CC)nc3c(C)cc(C)nc32)cc1	4	-7%	.	19%
CCOC(=O)c1cnn(CCOC(=O)c2ccccc2)c1NC(=O)c1ccccc1	.	1%	-23	.
O=C(CSc1ncn(-c2ccccc2)n1)Nc1nc(-c2ccccc2)cs1	.	-1%	?	.
Cc1ccc(NC(=O)CSc2n[nH]c(C)c2[N+](=O)[O-])cc1	.	0%	28	.
COc1cc(C(=O)NCC2CCCO2)ccc1OCc1c(C)noc1C (stereo not given)	1	-6%	15	0%
CC1(N2CCOCC2)CC2(O)C(=[N+]1[O-])CCc1nonc12 (stereo not given)	2	-23%	-28	-14%
Cc1ccc(-n2nnnc2SCC(=O)NNC(=O)c2ccco2)c(C)c1	3	-9%	42	0%
COC(=O)CSc1nnc(-c2ccccc2OC)o1	12	6%	0	11%
Cc1ccc(C)c(-n2nnnc2Sc2nnnn2-c2ccccc2)c1	5	-2%	0	-7%
CC(C)Cc1ccc(C(C)C(=O)OCC(=O)c2c[nH]c3ccccc23)cc1 (stereo not given)	1	-6%	?	-1%
O=C(Nc1cc(Sc2ccccn2)cc([N+](=O)[O-])c1)c1ccc(Cl)cc1	2	1%	56	-4%
Cn1c(=O)c2c([nH]c(=O)n2C)n(C)c1=O	4	11%	40	.
Cc1cc(S(=O)(=O)N2CCN(c3c(C)cccc3C)CC2)ccc1F	16	5%	-8	-15%

The closing four records of the part above lead into the next.
SMILES	IMPase cell inh	12-hLO inh	PNC assembly inh	15-hLO-2 inh
CC(C)Cc1ccc(C(C)C(=O)OCC(=O)c2c[nH]c3ccccc23)cc1 (stereo not given)	1	-6%	?	-1%
O=C(Nc1cc(Sc2ccccn2)cc([N+](=O)[O-])c1)c1ccc(Cl)cc1	2	1%	56	-4%
Cn1c(=O)c2c([nH]c(=O)n2C)n(C)c1=O	4	11%	40	.
Cc1cc(S(=O)(=O)N2CCN(c3c(C)cccc3C)CC2)ccc1F	16	5%	-8	-15%
CCOC(=O)c1sc(-c2ccccc2)cc1NC(=O)Nc1ccc([N+](=O)[O-])cc1	.	-3%	17	.
Cc1cc(=O)oc(C)c1C(=O)NCc1c(F)cc(F)cc1F	0	-1%	37	-5%
O=C(N/C(=C\c1cccnc1)C(=O)N1CCOCC1)c1cccc(Br)c1	-1	-8%	7	1%
Cc1nn(C/C(C#N)=N\O)c(C)[n+]1N	?	1%	47	-2%
O=C(c1cnccn1)N1CCC2(CC1)CN(c1ccccc1)C2	.	0%	.	13%
COc1ccc(C(NC(=O)C(C)C)c2c(O)ccc3ccccc23)cc1OC (stereo not given)	.	-4%	4	.
CCCCOc1ccc(CSC2=NCCN2)cc1[N+](=O)[O-]	.	0%	?	.
CC(CNC(=O)CC(C)(C)C)NC(=O)CC(C)(C)C (stereo not given)	16	0%	10	.
O=C(CSc1nnc(Cc2ccccc2)n1Cc1ccco1)NC12CC3CC(CC(C3)C1)C2	5	-3%	14	27%
CCOc1ccccc1C1C(C(=O)OC)=CN(C)C=C1C(=O)OC	-11	2%	3	-8%
CCOc1ccc(-c2nnn(CC(=O)c3ccc4c(c3)OCCO4)n2)cc1OCC	11	-2%	-17	-6%
Cn1nccc1C(=O)N1CCN(c2ccc(F)cc2)CC1	-8	-1%	50	.
Cc1ccc(S(=O)(=O)N2CC(O)C[C@H]2C(=O)OCC(=O)c2ccccc2)cc1 (stereo not given in full)	.	1%	34	.
CC(=NC(C)C)C1=C(O)CCC1=O	-3	-3%	9	-1%
N#CC1=C(N)Oc2cc3ccccc3cc2C1c1cccs1 (stereo not given)	-11	-13%	?	-13%
O=C(NCCc1c[nH]c2ccccc12)C1CCC(Cn2c(=S)[nH]c3ccccc3c2=O)CC1 (stereo not given)	-1	-29%	25	?
O=C(NCc1ccco1)c1cccn2c(=O)c3c4c(sc3nc12)CCCC4	6	3%	118	-9%
O=C(Oc1ccc(-c2cnc3ccccc3n2)cc1)c1ccc(Br)o1	-3	0%	16	-10%
CCOC(=O)c1oc2ccccc2c1NC(=O)COc1cccc(OC)c1	-5	11%	78	.
CCn1c(=N)n(CC(O)c2ccco2)c2ccccc21 (stereo not given)	6	-3%	?	2%
CCCCNc1ccc(S(=O)(=O)c2cccc([N+](=O)[O-])c2)cc1[N+](=O)[O-]	.	1%	-1	.
O=C(O)c1cc(Cl)c(Cl)cc1C(=O)N1CCCC1	-6	4%	4	1%
CC(=O)Oc1cc2oc(=O)c3c(c2cc1Cl)CCC3	-23	-6%	-15	5%
Cc1ccc(N(CC(=O)N/N=C/c2ccc(OC3CSC3)cc2)S(=O)(=O)c2ccccc2)cc1	8	1%	14	0%
Cc1ccnc(N2CCC(C(=O)Nc3ccc(Oc4ccccc4)cc3)CC2)n1	4	-6%	-19	-1%
CCOC(=O)c1cnc(-n2nc(C)cc2C)nc1NCc1ccccc1	14	16%	?	31%[activator]
O=C(Nc1ccc(Cl)cn1)c1cc2ccccc2o1	14	-1%	?	2%[2.29 µM]
COc1cccc(-c2nc(CS(=O)CC(=O)NCc3ccccc3)c(C)o2)c1 (stereo not given)	4	0%	?	-5%
